High-throughput results deposited in PubChem BioAssay by National Center for Advancing Translational Sciences (NCATS).
GAA glycogen – qHTS Assay for Inhibitors and Activators of Human alpha-Glucosidase Cleavage of Glycogen; recombinant GAA, glycogen substrate, Amplex Red glucose oxidase fluorescence; 0.38% of 300,000 active; Potency, µM (top dose mostly 76.4 µM), without a hit: at the highest dose activity change, negative = inhibition, usual class: inhibitors; Lysosomal alpha-glucosidase (Homo sapiens), P10253; AID 2100, 2009;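 note: 0% = full enzyme reaction and -100% = no-enzyme basal signal; the screen sought inhibitors and activators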
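qHTS, 1536-well; enzyme 4 nM final; cpd up to 77 uM; substrate bovine liver glycogen 30 ug; 50 mM citrate/phosphate pH 5.0, 0.01% Tween-20; 37 C, 40 min; Amplex Red detection 45 min RT; Hill fit → AC50.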
GLA spleen mod – qHTS Assay for Inhibitors and Activators of Human alpha-Galactosidase From Spleen Homogenate; Alpha-galactosidase A (Homo sapiens), P06280; human spleen homogenate, 4MU-alpha-Gal fluorescence, 40 min; Potency, µM (doses to about 80 µM), for the others: top-dose activity change, negative = inhibition, most hits filed as inhibitors; 0.008% of 240,000 active; AID 2107, 2009;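 note: 0% = enzyme with vehicle and -100% = no enzyme basal signal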
Target sequence (P06280 32-429 limits assumed): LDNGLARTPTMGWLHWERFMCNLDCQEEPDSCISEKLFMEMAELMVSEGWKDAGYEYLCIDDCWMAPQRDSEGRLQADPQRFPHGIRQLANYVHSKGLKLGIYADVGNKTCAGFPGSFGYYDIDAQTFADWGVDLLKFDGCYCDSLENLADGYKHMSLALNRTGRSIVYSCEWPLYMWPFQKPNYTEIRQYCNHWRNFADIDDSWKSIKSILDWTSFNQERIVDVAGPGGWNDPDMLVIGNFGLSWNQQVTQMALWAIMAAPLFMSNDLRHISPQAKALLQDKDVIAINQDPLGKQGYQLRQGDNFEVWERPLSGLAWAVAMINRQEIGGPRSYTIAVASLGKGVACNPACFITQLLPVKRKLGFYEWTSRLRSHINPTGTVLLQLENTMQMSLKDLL
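Human spleen homogenate (1 ug) as enzyme source, 4-methylumbelliferyl-alpha-D-galactopyranoside 1 mM final, citrate/phosphate pH 5.0 with 0.01% Tween-20. Compounds 40 min at 37C, NaOH/glycine stop; fluorescence Ex 365/Em 440, Hill-fit AC50.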
NPSR antagonist – qHTS Assay for Antagonists of the Neuropeptide S Receptor: cAMP Signal Transduction; 1% of 220,000 active; Potency, µM (highest dose often 38.3 µM), for the others: at the highest dose activity change, negative = inhibition, usual class: inhibitors; CHO-NPSR cells, cAMP TR-FRET, antagonist mode; Q6W5P4; note: % is set by controls: 0 for no effect and ±100 for the full control effect; nearly all actives have a fitted effect of over 50% in size; many of its hits are not listed in these tables
Target sequence (Q6W5P4 whole entry, looked up): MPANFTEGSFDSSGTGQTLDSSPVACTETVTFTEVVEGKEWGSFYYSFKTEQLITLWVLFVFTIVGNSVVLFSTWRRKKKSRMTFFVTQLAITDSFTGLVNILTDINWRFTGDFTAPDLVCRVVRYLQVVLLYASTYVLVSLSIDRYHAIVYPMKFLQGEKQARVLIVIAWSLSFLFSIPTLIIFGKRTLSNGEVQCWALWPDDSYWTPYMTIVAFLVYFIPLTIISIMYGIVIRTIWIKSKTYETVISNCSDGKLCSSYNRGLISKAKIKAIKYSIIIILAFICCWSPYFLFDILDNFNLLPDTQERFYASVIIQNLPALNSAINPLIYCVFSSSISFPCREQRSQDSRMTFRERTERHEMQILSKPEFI
aGlu spleen mod – qHTS Assay for Inhibitors and Activators of Human alpha-Glucosidase From Spleen Homogenate | 0.006% of 240,000 active | AID 2112, 2009 | Lysosomal alpha-glucosidase (Homo sapiens), P10253 | Potency, µM (series often up to 79.9 µM), for inactives: at the highest dose activity change, negative = inhibition, hits mostly inhibitors | human spleen homogenate, 4-MU-alpha-glucoside fluorescence;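 note: 0% = enzyme with vehicle and -100% = no enzyme basal signal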
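Enzyme source: human spleen homogenate, 1 ug/well. Buffer 50 mM citric acid/K phosphate pH 5.0, 0.01% Tween-20. 4-MU-alpha-glucoside 1 mM; 37 C x 40 min; NaOH/glycine stop; fluorescence.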
Tau fluor counter – Counterscreen qHTS for Inhibitors of Tau Fibril Formation, Fluorescence Polarization; tau K18 P301L Alexa594 fluorescence, heparin fibrillization; Potency, µM (doses to about 57.7 µM), for inactives: top-dose activity change, negative = decrease; 0.93% of 280,000 active; AID 1463, 2008; note: % is set by controls: 0 for no effect and ±100 for the full control effect; nearly all actives have a fitted effect of over 55% in size
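Human tau K18 P301L (15 uM unlabeled, 0.24 uM Alexa 594-labeled) in 100 mM sodium acetate pH 7 with 20 uM heparin, 6 hr at 37 C. ThT 30 uM added, 1 hr ambient; Alexa 594 FP and total fluorescence read at 555/632 nm.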
GAA inh – qHTS Assay for Inhibitors of Human alpha-Glucosidase as a Potential Chaperone Treatment of Pompe Disease | Lysosomal alpha-glucosidase (Homo sapiens), P10253 | purified human GAA, 4-MU-alpha-glucoside fluorescence | Potency, µM (doses to about 76.9 µM), inactives show at the top dose activity change, negative = inhibition, actives largely listed as inhibitors | 0.005% of 200,000 active | AID 1466, 2008;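 note: plate controls were uninhibited enzyme wells for no effect and no-enzyme background for full effect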
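Fluorescence at Ex 365/Em 440 nm from 4-methylumbelliferone reported enzyme activity after 20 min at room temperature. Reactions used 4 nM enzyme and 400 uM substrate at pH 5.0; curves fitted with the Hill equation.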
Epigenetic reg – Quantitative High-Throughput Screen for Regulators of Epigenetic Control; murine LDR cells, GFP reporter derepression, 30 h; Potency, µM (highest dose often 53.9 µM), for inactives: at the highest dose GFP activation, most hits filed as activators; 0.2% of 280,000 active; AID 1865, 2009; note: % of control where 0% means no effect; nearly all actives have a fitted effect of over 60% in size
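In this reporter-derepression format, murine cells bearing a silenced integrated CMV-GFP locus incubate with test compound (30 h, 37 C), then are washed and imaged; fluorescent objects of 20–120 um count as induced cells.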
ALDH1A1 inh – qHTS Assay for Inhibitors of Aldehyde Dehydrogenase 1 (ALDH1A1). Aldehyde dehydrogenase 1A1 (Homo sapiens), P00352. Purified ALDH1A1, NADH fluorescence, propionaldehyde substrate. Potency, µM (titrated, usually from 75.3 µM), for inactives: at the highest dose activity, negative = inhibition, usual class: inhibitors. 7.3% of 220,000 active. AID 1030, 2008; active = well fitted inhibition curve with a large enough effect, not every such curve was filed as active; inconclusive = small, poorly fitted or top-dose-only effect, or another doubt; inactive = no such curve, though single readings can be large or run the other way;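 note: plate controls were no enzyme wells and a reference inhibitor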
* hit, by the source's call; u = inconclusive; x = no result given; & = joins results of further samples; [ ] = another dose, or the depositor's remark. Unless noted, calls come from the whole dose curve; as a rule, active = well fitted curve in the direction sought with a large enough effect; inconclusive = small, poorly fitted or top-dose-only effect, or another doubt; inactive = no such curve, though single readings can be large; an effect the other way counts as inactive or inconclusive. Potency is the fitted concentration of half-maximal effect. These rows are one share of the data. The share of hits here may be higher or lower than overall.

No.	SMILES	GAA glycogen	GLA spleen mod	NPSR antagonist	aGlu spleen mod	Tau fluor counter	GAA inh	Epigenetic reg	ALDH1A1 inh
1	Nc1nc(/C(=C/CC(=O)O)C(=O)NC2C(=O)N3C(C(=O)O)=CCSC23)cs1 (stereo unspecified)	x	-17%	x	-1%	-18%	x	1.1%	u
2	CCOC(=O)C1CCN(C=C2C(=O)N(C)C(=S)N(C)C2=O)CC1	-2%	-2%	6%	-19%	-2%	7%	0.0%	12%
3	c1cncc(CNC2=NCCCCC2)c1	7%	-1%	-17%[46.1 µM]	0%	3%	-3%	-0.9%	-1%
4	CC(NC(C)(C)C)C(=O)c1cccc(Cl)c1 (stereo unspecified)	-9%	-1%&-3%&10%	3%	-3%&-2%&7%	-6%&-7%&-3%	4%[15.4 µM]	-0.3%&-0.1%&-1.3%	-15%&-17%
5	O=C(Nc1ccc(Cl)cc1C(=O)c1ccccc1)c1ccc(Br)o1	4%	2%	-25%[46.1 µM]	6%	-16%	u	-4.3%	21%
6	C=CC(C)C(C(=O)c1ccccc1)N(C)C (stereo unspecified)	-12%	-4%	15%	-6%	1%	4%	-1.1%	1%
7	CC/C(=N\NC(=O)c1ccccc1)c1c(O)n(Cc2ccccc2)c(=O)[nH]c1=O	-4%	-3%	24%	-4%	-23%	-17%	-0.3%	u
8	CCCCCCCCCC(=O)O[C@H]1CC[C@H]2[C@@H]3CCC4=CC(=O)CC[C@@H]4[C@H]3CC[C@]12C	x	6%	x	-10%	-6%	x	0.1%	-6%
9	N#CC(c1ccc(Cl)cc1)N1CCOCC1 (stereo unspecified)	3%	1%	11%	0%	0%	-6%	-1.2%	22%
10	CCCCC1(CCCC)C(=O)NC(=Nc2cccc(C)c2)NC1=O	3%	-8%	u	1%	-5%	-4%	1.0%	-9%
11	C=CCn1c(O)c(/C=N/N2CCCCC2c2cccnc2)c(=O)[nH]c1=S (stereo unspecified)	4%	-8%	18%	-4%	-5%	u	0.0%	-13%
12	COc1cccc(-n2c(O)c(C=NCCN3CCOCC3)c(=O)[nH]c2=O)c1	6%	-14%	3%[46.1 µM]	3%	-10%	11%	1.6%	10%
13	COc1c(CC=C(C)C)c2c(c3oc(=O)c(-c4ccc(O)cc4)c(O)c13)C=CC(C)(C)O2	x	7%	x	-3%	-25%	x	-0.8%	u
14	CN=C(SCC(=O)c1cccc(Cl)c1)c1c(O)n(C)c(=O)n(C)c1=O	-13%	5%	3%	-2%	3%	x	0.1%	x
15	CC(=O)C1C2c3ccccc3OC1(C)N=c1s/c(=C/c3cn(C)nc3C)c(=O)n12 (stereo unspecified)	4%	-11%	-27%[46.1 µM]	-18%	-12%	-2%	0.0%	10µM*
16	Fc1ccc(CNCCc2ccccc2)cc1	3%	-4%	21%	-11%	9%	-10%	-1.4%	u
17	COc1ccccc1CCNCc1ccc(OC)c(OC)c1OC	-3%	2%	3%	4%	0%	4%	0.0%	u
18	C=CCC1C(=O)NC(=S)NC1=O	1%	14%	15%	-13%	-3%	3%	-1.2%	u
19	CNC(C)[C@@H](O)c1ccccc1 (stereo partly specified)	x	-25%	x	-19%	-5%	x	2.4%	-5%
20	CCCCCc1nc2ccccc2c(=O)n1-c1ccc(Cl)cc1[N+](=O)[O-]	5%	11%	-2%[46.1 µM]	-4%	-8%	0%	-2.5%	2%
21	O=C(CC1CCCCC1)N1CCC(c2nc(-c3ccc(S(=O)(=O)N4CCCC4)cc3)no2)CC1	2%	3%	u	-5%	-8%	8%	0.0%	u
22	CCC(=O)N1CC(=O)Nc2ccc(Br)cc2C1c1ccccc1 (stereo unspecified)	1%	7%	-27%	4%	-5%[2.34 µM]	u	-0.1%	1%
23	COc1cc(N)c(Cl)cc1C(=O)NC1CN2CCC1CC2 (stereo unspecified)	-4%	8%	4%	2%	-11%	-7%[15.4 µM]	0.0%	x
24	CCN(CC)c1ccc(/C=C2/C(=O)NC(=O)N(CC3CCCO3)C2=O)cc1 (stereo unspecified)	-2%	4%	-26%[46.1 µM]	-11%	4%	-2%	-1.1%	0.63µM*
25	CN1CCc2cccc(Cl)c2CC1	x	16%	u	2%	-11%	x	-0.2%	2%
26	CC(=O)O[C@]1(c2ccccc2)CCN(C)[C@H]2CCCC[C@@H]21	0%	8%	-9%[46.1 µM]	1%	8%	-2%	2.1%	0%
27	Cc1sc2nc(COC(=O)Cc3ccccc3)[nH]c(=O)c2c1C	-4%	0%	-6%[46.1 µM]	-2%	-13%	-1%	-0.2%	u
28	C[C@]12CC[C@@H]3c4ccc(O)c(O)c4CC[C@H]3[C@@H]1CC[C@@H]2O	8.8µM*	11%	-2%	11%	u	-13%[15.4 µM]	17%	x
29	CC/C(=N\NC(=S)Nc1ccccc1)c1c(O)[nH]c(=O)[nH]c1=O	-26%	5%	7%	2%	-11%	x	4.3%	x
30	Cc1ccsc1C(=O)C1CCCN(Cc2ccc(-n3cccn3)cc2)C1 (stereo unspecified)	6%	0%	18%	3%	-8%	9%	0.0%	6%
31	CC(C)C(=O)N1CCC(CN=Cc2c(O)n(C3CCCCC3)c(=O)n(C3CCCCC3)c2=O)CC1	-21%	5%	u	5%	-9%	-11%	1.7%	6%
32	Cc1ccc2c(c1)CNc1ccccc1O2	-8%	-1%	5%[46.1 µM]	0%	-23%	-6%[15.4 µM]	0.0%	3%
33	CCCCCCN=Cc1c(O)n(C)c(=O)n(C)c1=O	4%	-1%	-6%[46.1 µM]	-6%	0%	-1%	5.8%	19%
34	C[C@]12C=CC(=O)C=C1CCC1C2=CC[C@]2(C)[C@@H](C(=O)CN3CCN(c4cc(N5CCCC5)nc(N5CCCC5)n4)CC3)CC[C@@H]12 (stereo partly specified)	x	-7%	u	-2%	-11%	x	1.2%	u
35	CCc1ccc(-n2c(O)c(/C=N/N3CCCCC3c3cccnc3)c(=O)[nH]c2=O)cc1 (stereo unspecified)	10%	5%	-11%[46.1 µM]	2%	0%	3%	0.0%	-14%
36	Cc1ccccc1-n1c(-c2ccoc2)nc2ccccc2c1=O	-17%	-1%	-2%	-11%	-9%	u	0.1%	u
37	Cc1ccnc(-n2c(C)nc3ccccc3c2=O)c1	5%	-6%	9%	-19%	3%	-1%	-0.6%	2%
38	O=C(Cc1ccc(Cl)c(Cl)c1)NCC1(N2CCOCC2)CCCCC1	5%	2%	-46%	4%	-8%	-6%	-3.7%	11%
39	COc1ccc(/C=C2/C(=O)N(Cc3ccco3)C(=O)N(C(C)C)C2=O)cc1	-5%	6%	3%	5%	-12%	u	1.1%	4µM*
40	C[C@H](N)[C@@H](O)c1ccccc1	x	-11%[29.1 µM]	x	-7%[29.1 µM]	x	x	1.7%[16.9 µM]	-6%[20.9 µM]
41	CSc1nnc(C2CCNCC2)n1C	4%	2%	6%[46.1 µM]	-11%	-7%	-5%	1.0%	-5%
42	CCn1cc(/C=c2/sc3n(c2=O)C2c4ccccc4OC(C)(N=3)C2C(=O)OC)c(C)n1 (stereo unspecified)	0%	7%	-31%	5%	-14%	u	-1.5%	4%
43	Cc1ccc2[nH]c(=S)n(-c3cccnc3)c(=O)c2c1	-6%	9%	1%	8%	2%	x	-1.0%	x
44	Cc1ccc(C(=O)C2CN3CCC2CC3)cc1 (stereo unspecified)	4%	-7%	11%[46.1 µM]	-9%	-2%	-12%	0.0%	28µM*
45	Cc1ccccc1NC(=O)c1cc(-c2ccccc2)n(CCCN2CCOCC2)c1C	3%	0%	9%	3%	-25%	-14%	-1.3%	19%
46	O=C(c1ccc(CNS(=O)(=O)c2ccc(Br)cc2)cc1)N1CCC2(CC1)OCCO2	3%	-18%	-15%	-4%	5%	-12%	-0.2%	2%
47	O=C1NC(=O)C(CCc2ccncc2)(CCc2ccncc2)C(=O)N1CCc1ccccc1	0%	7%	14%	1%	-2%	x	-0.2%	0%
48	COc1ccc(N2C(=O)NC(=O)/C(=C\c3ccccc3[N+](=O)[O-])C2=O)cc1	10%	-4%	-2%	4%	-27%	0%	2.3%	19µM*
49	FC(F)(F)c1ccc2c(c1)nnn2C1CCN(Cc2nnnn2Cc2ccccc2)CC1	0%	-1%	u	-8%	-18%	-7%	3.6%	u

An excerpt of these results, field by field.
43	Cc1ccc2[nH]c(=S)n(-c3cccnc3)c(=O)c2c1
  GAA glycogen: -6%; GLA spleen mod: 9%; NPSR antagonist: 1%; aGlu spleen mod: 8%; Tau fluor counter: 2%; GAA inh: x; Epigenetic reg: -1.0%; ALDH1A1 inh: x
44	Cc1ccc(C(=O)C2CN3CCC2CC3)cc1 (stereo unspecified)
  GAA glycogen: 4%; GLA spleen mod: -7%; NPSR antagonist: 11%[46.1 µM]; aGlu spleen mod: -9%; Tau fluor counter: -2%; GAA inh: -12%; Epigenetic reg: 0.0%; ALDH1A1 inh: 28µM*
45	Cc1ccccc1NC(=O)c1cc(-c2ccccc2)n(CCCN2CCOCC2)c1C
  GAA glycogen: 3%; GLA spleen mod: 0%; NPSR antagonist: 9%; aGlu spleen mod: 3%; Tau fluor counter: -25%; GAA inh: -14%; Epigenetic reg: -1.3%; ALDH1A1 inh: 19%
46	O=C(c1ccc(CNS(=O)(=O)c2ccc(Br)cc2)cc1)N1CCC2(CC1)OCCO2
  GAA glycogen: 3%; GLA spleen mod: -18%; NPSR antagonist: -15%; aGlu spleen mod: -4%; Tau fluor counter: 5%; GAA inh: -12%; Epigenetic reg: -0.2%; ALDH1A1 inh: 2%
